CHOP inhibitor: CHOP inhibition in unfolded protein response | CHO-K1 CHOP-promoter luciferase, tunicamycin-induced, 15-18 h | inhibition, % at 10 µM | 220,000 tested, 3.8% active | AID 2732;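 active = compounds that reduced the stress-induced luciferase reporter signal by more than about 70% of percent inhibition, limit read from the data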;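 also: 0% = tunicamycin plus vehicle and 100% = wells without tunicamycin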
TRPML3 agonist: agonists of human TRPML3 channel | AID 1448 | activation, % at 3 µM | Q8TDD5 | HEK293 TRPML3-YFP, Fluo-8 calcium fluorescence; 100% = the carbachol control signal | 220,000 tested, 0.29% active;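 active = activation above its plate's cutoff, the mean activation of the plate's test wells plus 3 SD, cut at about 12% in these data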;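 also: 0% = DMSO only wells and 100% = carbachol wells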
Target sequence (Q8TDD5 whole entry, looked up): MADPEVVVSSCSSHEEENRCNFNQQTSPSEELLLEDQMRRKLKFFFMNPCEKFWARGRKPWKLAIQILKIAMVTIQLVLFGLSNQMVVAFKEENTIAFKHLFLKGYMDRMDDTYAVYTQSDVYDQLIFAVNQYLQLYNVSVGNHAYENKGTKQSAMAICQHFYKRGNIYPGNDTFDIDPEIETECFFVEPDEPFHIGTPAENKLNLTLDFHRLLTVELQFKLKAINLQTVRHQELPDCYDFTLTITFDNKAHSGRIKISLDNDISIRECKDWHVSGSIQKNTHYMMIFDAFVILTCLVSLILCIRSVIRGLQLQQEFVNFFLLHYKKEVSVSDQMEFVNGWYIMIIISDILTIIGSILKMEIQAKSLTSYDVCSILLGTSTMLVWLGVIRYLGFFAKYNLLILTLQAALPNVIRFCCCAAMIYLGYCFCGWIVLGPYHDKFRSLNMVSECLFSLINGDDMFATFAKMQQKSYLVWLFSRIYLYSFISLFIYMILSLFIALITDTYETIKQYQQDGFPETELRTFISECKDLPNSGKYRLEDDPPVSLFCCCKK
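Test system – HEK293 line with stable expression of human TRPML3-YFP channel · Control set – carbachol 87 µM final as high control (100%), DMSO as low control (0%) · Signal – Fluo-8 calcium dye fluorescence, ex 470-495, em 515-575 nm · Incubation – 1-h 37 °C dye load, 5-s basal, 120-s post-compound reads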
BaF3 tox: parental Ba/F3 viability inhibition as JAK2V617F counter-screen. 220,000 tested, 1.1% active. CellTiter-Glo ATP luminescence. inhibition, % at 5.6 µM;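 active = inhibition above a per-campaign cutoff, the mean inhibition of all tested compounds plus 3 SD, cut at about 27% in these data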;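 also: 0% = DMSO wells and 100% = JAK Inhibitor I control wells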
Ba/F3 V617F tox: loss of viability in JAK2V617F-driven Ba/F3 cells. Ba/F3 EpoR-JAK2V617F viability, ATP luminescence. inhibition, % at 5.6 µM. 220,000 tested, 1.1% active;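 active = inhibition above the campaign mean plus 3 SD over all tested compounds, cut at about 24% in these data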;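 also: cytokine-independent growth of Ba/F3 cells driven by EpoR plus mutant JAK2; 0% = DMSO-treated cells and 100% = JAK inhibitor I control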
TRPN1 ag: zebrafish TRPN1 (NompC) channel agonism. HEK293 zebrafish TRPN1-YFP, Fluo-8 calcium fluorescence; 100% = response to 87 µM carbachol. activation, % at 3 µM. 220,000 tested, 0.18% active. AID 1424;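 active = activation above its plate's cutoff, the mean activation of test wells on that plate plus 3 SD, cut at about 19% in these data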;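 also: 0% = DMSO alone and 100% = 87 µM carbachol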
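Material: zebrafish TRPN1-YFP in HEK293 cells. Doses: one dose of 3 µM, 0.3% DMSO. Incubation: dye 1 h 37 °C plus 30 min RT. Measured by: intracellular calcium fluorescence with Fluo-8.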
RBBP9 inhibitor: human RBBP9 hydrolase inhibition | recombinant RBBP9, FP-Rh probe fluorescence polarization | 220,000 tested, 0.2% active | O75884 | inhibition, % at 7.94 µM;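 active = inhibition above the campaign mean of all tested compounds plus 3 SD, cut at about 14% in these data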;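 also: plate controls were DMSO wells with RBBP9 for no effect and wells lacking RBBP9 protein for full effect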
Target sequence (O75884 whole entry, looked up): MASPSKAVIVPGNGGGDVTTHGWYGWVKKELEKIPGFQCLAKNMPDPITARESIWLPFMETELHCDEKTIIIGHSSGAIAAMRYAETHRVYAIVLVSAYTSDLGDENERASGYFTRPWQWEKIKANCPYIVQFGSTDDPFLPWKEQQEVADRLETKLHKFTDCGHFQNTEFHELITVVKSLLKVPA
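Measured by: FP readout at 525/598 nm; material: recombinant human RBBP9; also added: Serine-hydrolase probe FP-Rh, 375 nM pre-mixing; medium: Tris buffer pH 8.0, NaCl, Pluronic; replication: one well per compound; doses: one concentration, 7.94 µM nominal, 0.794% DMSO; timing: preincubation 30 min plus labeling 45 min at 25 °C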
PPC-1+TRAIL kill: compounds killing PPC-1 cancer cells with TRAIL present (potentiator screen, no TRAIL-free arm); PPC-1 cells + TRAIL, ATPLite viability luminescence; cell killing (% activity), % at 4 µM; 220,000 tested, 0.41% active;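 active = cell killing above 50% in the first pass at 4 µM, then a duplicate retest at 5 µM averaging 50% or more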;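 also: plate controls were cells with TRAIL plus DMSO for no effect and medium-only wells lacking cells for full effect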
Wee1 degr inh: human Wee1 degradation inhibition, primary screen; HeLa Luc-Wee1K328M stability, luciferase luminescence; 100% = proteasome inhibitor MG132 effect; 220,000 tested, 1.2% active; AID 1321; reporter increase, % at 5 µM;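 active = activation above the mean of all tested compounds plus 3 SD, set per screening run, cut at about 8.8% in these data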;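 also: cells exposed to compound for 20 h before luminescence read; 0% = DMSO alone and 100% = MG132 at 30 µM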
TNF necrop inh: blocks TNF-alpha induced death of Jurkat FADD-/- cells. 220,000 tested, 0.068% active. activation (protection from cell death), % at 10 µM. Jurkat FADD-/- TNF necroptosis rescue, ATP luminescence, 24 h; 0 = TNF only, 100 = no-TNF cells;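 active = activation, meaning protection from cell death, of at least 50% relative to plate controls; inactive = activation below 50%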;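 also: necroptosis triggered by 40 ng/mL TNF-alpha added together with compound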
Numbers without * were called inactive; nt = not tested or not shown.

Results follow in this order: CHOP inhibitor	TRPML3 agonist	BaF3 tox	Ba/F3 V617F tox	TRPN1 ag	RBBP9 inhibitor	PPC-1+TRAIL kill	Wee1 degr inh	TNF necrop inh
CC1=CC(C)(C)N2C(=O)C3(NCCc4c3[nH]c3ccccc43)c3cccc1c32 (centres undefined)
 : 4	-1.3	1	-2	-1.4	-4	11	-3	0.9
CCCC1c2ccc(C)n2CCN1C(=O)Nc1ccc(F)cc1 (centres undefined)
 : 41	-0.1	4	3	3.3	-10	22	-3	0.9
Cc1ccc(C)c(N(CC(=O)NC(C)(C)C)C(=O)CNC(=O)c2cccs2)c1
 : 35	1.1	9	-2	0.5	-8	11	-1	0.1
CC1=C(C(=O)OC(C)C)C(c2cccs2)N2C(=O)C(C)SC2=N1 (centres undefined)
 : 9	-0.9	0	-4	-1.7	-10	2	-2	-3.1
O=C1OC(C(=O)NCc2ccccc2)Cc2ccccc21 (centres undefined)
 : 17	0.0	-1	-2	-0.6	-5	-14	2	1.5
COc1cc(NC(=O)CCc2c(C)nc3nc(C)nn3c2C)cc(OC)c1
 : -10	0.0	4	-2	-0.6	-4	-2	3	0.4
Nc1c(C(=O)NCCc2ccccc2)nnn1Cc1ccccc1
 : 31	-0.4	1	-2	0.8	-6	-2	-1	0.9
CCC(CC)C(=O)c1c[nH]c(C(=O)OC)c1
 : 5	0.6	7	1	0.0	-10	9	-1	-1.4
CCOC(=O)N1CCC(N(CCN(C)C)C(=S)Nc2cc(Cl)cc(Cl)c2)CC1
 : 17	1.3	6	1	1.2	-3	2	2	1.9
CC1CCN(CCCn2c(=S)[nH]c3c(sc4ccccc43)c2=O)CC1
 : 2	-1.1	7	4	-1.5	-3	27	0	0.7
Cc1ccc(Nc2nc(N)nc(CN3CCCCCC3)n2)c(C)c1
 : 25	0.8	8	5	0.7	-4	5	0	-0.2
Cn1ccc(C(=O)OCC(=O)Nc2cccc3ccccc23)n1
 : 57	0.9	4	2	-0.3	-3	8	-2	0.2
O=C(OCC(=O)c1ccccc1Br)c1ccncc1
 : 10	-0.2	1	-5	-1.9	-5	28	1	0.1
O=C(NCC1CCCO1)c1sc2ccccc2c1Cl (centres undefined)
 : -19	0.5	1	2	-0.9	-7	11	4	1.3
O=C(N/N=C/c1ccc([N+](=O)[O-])o1)c1cn(-c2ccccc2)nc1-c1ccccc1
 : 95*	0.3	8	2	1.0	-4	6	2	0.6
O=C(OCC(=O)N1CCc2ccccc21)c1ccccc1
 : 14	-0.1	-1	2	0.5	-6	12	-2	-2.2
CC(=O)Nc1cc2c(cc1C(C)=O)OCCO2
 : 5	0.4	-2	-2	0.5	5	17	9.0*	-1.2
O=C(CCl)NNc1cccc(Cl)n1
 : 35	0.3	3	2	0.0	-8	7	-2	-2.4
Oc1ccc(N=Cc2c(O)ccc3ccccc23)cc1
 : 40	0.9	0	1	5.6	5	5	0	-15
COc1cc2c(cc1OC)CN(Cc1ccc(C)s1)CC2
 : 3	0.3	7	2	-0.5	-13	-17	-2	0.2
COc1cc(C(=O)NCc2cn3cccc(C)c3n2)cc(OC)c1OC
 : 10	0.1	1	-5	2.3	-1	3	1	0.9
N=C1C(c2nc3ccccc3c(=O)[nH]2)=C(O)CN1CCO
 : 37	1.2	9	1	-1.0	0	4	0	2.3
Cc1ccccc1NC(=S)N(C)Cc1cn(C)c2ccccc12
 : -3	0.1	7	-3	-2.1	-3	22	-1	1.3
CCN(CC)S(=O)(=O)c1cc(-c2nnc(-c3ccc(Br)cc3)o2)ccc1Br
 : 16	0.8	0	-2	0.7	-3	23	3	-3.6
Cc1ccc(C(=O)NC2CCN(CC(=O)NCc3cccs3)CC2)cc1
 : 6	1.1	9	0	-1.0	-3	7	-5	0.2
CCn1c(=O)c2c3c(sc2n2c(=S)[nH]nc12)CCC3
 : 10	0.7	6	3	-0.3	-1	-4	0	-0.1
Cc1ccn2cc(CCNC(=O)C3CC=CCC3C(=O)O)nc2c1 (centres undefined)
 : -8	1.1	3	0	2.5	-3	16	-1	1.4
Cc1cc(C(=O)CN2CCCC2)c(C)n1-c1ccc(Cl)cc1
 : 19	0.8	5	2	-2.6	-8	27	-3	-0.3
CCNC(=O)Oc1ccc(-c2csnn2)cc1
 : 25	0.0	2	1	0.3	-6	8	-2	0.2
CCC(=O)Nc1cccc(NC(=O)CSc2nnc(-c3ccc(NS(C)(=O)=O)cc3)n2C)c1
 : 17	-1.0	6	6	0.6	-4	-1	-2	0.2
CCC(Sc1nc2ccccc2c(=O)[nH]1)C(=O)Nc1ccc(C(C)=O)cc1 (centres undefined)
 : -10	0.6	3	-2	3.4	-7	5	1	0.1
CCOC(=O)c1nn(-c2ccccc2F)c2nc(-c3ccco3)c(C#N)c(=O)n12
 : -8	-0.5	2	-2	-0.1	-11	12	-2	2.1
COc1ccccc1NC=C1C(=O)OC(C)(C)OC1=O
 : 0	-0.5	4	3	-0.2	-7	31	-1	-1.4
Nc1ncnc(N2CCOCC2)c1N
 : 2	0.3	12	1	0.4	-6	18	-2	0.7
CCCc1c(C(=O)O)cnn1-c1ccc(Cl)cc1
 : -3	0.3	0	2	-0.8	-5	5	1	1.9
CCn1c(Cc2ccccc2)nnc1SCC(=O)NC1CC1
 : -15	0.1	3	1	-0.5	-4	-7	5	-0.5
NC(=S)N/N=C/c1ccccc1O
 : 2	1.0	3	-1	0.3	-6	2	-2	-2.9
Cn1cc(/C=N/n2cnc3scc(-c4ccc(Cl)cc4)c3c2=O)c2ccccc21
 : nt	0.2	3	0	1.4	1	10	5	-11
C=CCNC(=S)Nc1ccccc1
 : 19	0.9	5	0	0.9	-6	-6	-1	-4.1
CC(=O)Nc1ccc(NC(=O)COC(=O)c2c3c(nc4ccccc24)CCN(Cc2ccccc2)C3)cc1
 : 6	0.6	7	-1	3.5	-9	9	2	-3.5
O=C(CNC(=O)c1ccc(Br)o1)Nc1cccc(-c2cnc3ccccc3n2)c1
 : 44	-0.4	-2	0	1.9	-2	19	0	0.9
CCOc1cc(CNc2ccc(N(C)C)cc2)cc(Br)c1OCC(=O)NC(C)(C)C
 : 95*	-0.8	11	0	-0.3	-1	20	-2	-13
Cc1nc2ccccc2[nH]c1=O
 : 13	0.6	-1	1	-0.6	-6	10	-1	0.9
c1ccc(N2CCN(c3nc4ccccc4n4cnnc34)CC2)cc1
 : 55	-0.2	10	-3	-1.2	-3	6	-3	-0.2
C=CCSC1=C(C#N)C(c2ccccc2C)CC(=O)N1 (centres undefined)
 : -4	1.0	3	-1	-1.1	-7	16	0	-1.9
CN1CCN(C(=O)C2CCN(S(=O)(=O)c3cnc[nH]3)CC2)CC1
 : -27	0.1	6	-1	4.3	-8	8	1	1.2
COc1ccc(Nc2ncc(C(=O)N3CCN(Cc4ccccc4)CC3)c3ccccc23)cc1
 : 29	2.0	3	1	4.2	-8	11	1	-4.5
Cc1ccc(CC(=O)O/N=C(\N)c2cccc([N+](=O)[O-])c2)cc1
 : -22	0.1	1	-3	0.2	-3	-17	-1	0.9
C/C(=N/NS(=O)(=O)c1ccc(F)cc1)c1ccc(NC(=O)c2ccc(C)o2)cc1
 : -9	2.5	0	-3	0.6	4	31	2	0.7
CC[C@@H](Nc1ncnc2c1oc1ccccc12)C(=O)O
 : -2	0.9	0	3	1.0	-9	3	-2	0.8
Cc1onc(-c2c(F)cccc2Cl)c1C(=O)c1ccc(F)cc1
 : -7	-0.9	0	-1	-2.0	-9	9	-2	6.7
O=C(O)COc1ccccc1O
 : 12	0.3	-2	-4	-0.1	-4	-17	-1	0.9
Cc1ccccc1NC(=O)C1c2cccc[n+]2CC(=O)N1c1c(C)cccc1C (centres undefined)
 : -48	0.4	2	1	0.7	-5	12	6	-0.8
Cc1cc(NC(=O)CSc2nnc3ccccn23)no1
 : 0	-0.1	4	5	0.5	1	7	1	-0.9
COc1ccc(C2NC(=O)NC3=C2CCc2ccccc23)cc1 (centres undefined)
 : nt	-0.5	4	0	-0.4	-7	12	1	-7.1
CCCN(CCC)C(=O)CC(c1ccccc1)c1ccco1 (centres undefined)
 : -2	0.3	1	-6	-1.3	3	21	3	-2.3
Cc1ccccc1NC(=O)c1cccc(S(=O)(=O)Oc2ccc([N+](=O)[O-])cc2)c1
 : -9	0.7	1	0	0.9	-5	-5	0	0.0
C1=C(c2cccc3ccccc23)N2CCN=C2S1
 : 6	1.0	0	4	-0.5	5	7	-1	0.6
CCCc1nc2oc(C(=O)OCC)c(N)c2c2c1COC(C)(C)C2
 : nt	0.7	3	0	1.4	-8	10	-1	-0.7
O=C(Nc1ccccc1-c1nnc(SCc2ccccc2Cl)o1)c1ccccc1
 : 7	-0.1	-3	-1	1.2	-8	-17	0	-9.2

Additional results:
Results follow in this order: CHOP inhibitor	TRPML3 agonist	BaF3 tox	Ba/F3 V617F tox	TRPN1 ag	RBBP9 inhibitor	PPC-1+TRAIL kill	Wee1 degr inh	TNF necrop inh
COc1cc(C=C2C(=O)OC(C)(C)OC2=O)cc(Cl)c1OCC(=O)Nc1ccccc1
 : 5	-0.1	14	4	-0.9	-1	20	-1	-1.1
O=C(Cn1nnc2ccccc21)N/N=C\c1cccs1
 : 4	1.3	6	0	0.8	0	11	1	2.4
COc1ccc(CCNc2cc(-c3ccccc3)nc3ncnn23)cc1
 : 16	0.1	4	-1	-0.6	-5	7	-3	-0.4
Cc1[nH]c(-c2ccco2)nc1C(=O)O
 : -17	0.8	2	1	-0.8	6	7	-1	-0.3
Cc1ccc2cccc(NC(=S)NC(=O)c3ccn(C)n3)c2n1
 : 12	-0.7	4	-2	-0.3	-11	11	2	-2.3
c1ccc(CSc2nnc(Cc3ccccn3)o2)cc1
 : 16	0.4	3	2	-0.9	-2	5	2	19
CCOc1ccc(S(=O)(=O)NCC2CCCO2)cc1 (centres undefined)
 : 14	1.1	0	-1	-1.5	-10	-20	-3	1.3
Cc1ccc(-c2c[n+](CC(=O)Nc3nc(-c4ccccc4)cs3)c3n2CCC3)cc1
 : -13	-0.1	-3	-2	-1.0	-10	-4	-3	-4.0
CCN(CC)C(=O)c1sc2nc(N3CCOCC3)c3c(c2c1N)CCCC3
 : 42	0.3	6	6	1.4	2	5	0	0.9
CCc1ccc(C(=O)NC(C(=O)O)C(C)C)cc1 (centres undefined)
 : 14	0.3	6	4	1.2	1	45	-2	-1.2

In another format: results already given
compound,CHOP inhibitor,TRPML3 agonist,BaF3 tox,Ba/F3 V617F tox,TRPN1 ag,RBBP9 inhibitor,PPC-1+TRAIL kill,Wee1 degr inh,TNF necrop inh
NC(=S)N/N=C/c1ccccc1O,2,1.0,3,-1,0.3,-6,2,-2,-2.9
CCCc1nc2oc(C(=O)OCC)c(N)c2c2c1COC(C)(C)C2,nt,0.7,3,0,1.4,-8,10,-1,-0.7

Compound activity as filed in PubChem.
